Screening data as filed in PubChem BioAssay.
RGS4 pot = RGS4 potentiation or activation | HEK293 M3R/inducible RGS4, carbachol calcium flux Fluo4; active compounds read low | 310,000 tested, 0.92% active | B-score at 10 µM;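 active = B-score of the integrated calcium signal more than 4 SD below the library mean, with starting fluorescence not abnormally high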;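 note: negative B-score means reduced calcium response which marks RGS4 activation or potentiation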
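Assay system: Inducible-RGS4 HEK293 cells carrying M3 receptor | Schedule: Compound preincubation 20 min at room temperature before agonist | Signal: Kinetic calcium fluorescence imaging with Fluo4-AM dye, 2 µM | Read-out basis: B score from integrated fluorescence ratio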
TRPC6 activator = activates the mouse TRPC6 cation channel. AID 2550. HEK293-TRPC6 membrane potential dye fluorescence; active compounds read high. Q61143. B-score at 10 µM. 310,000 tested, 0.13% active;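 active = B-score of the integrated fluorescence ratio above library mean plus 3 SD, and starting fluorescence ratio within library mean plus 5 SD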;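 note: higher score means more depolarization so channel activation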
MrgX1 antagonist = antagonists of human MrgX1 receptor; Q96LB2; MRGX1-HEK293 calcium flux, Fluo-4, BAM8-22 antagonism; active compounds read low; B-score at 10 µM; 310,000 tested, 1.3% active;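 active = calcium-response B-score plate-corrected more than 3 library SD below zero, starting fluorescence within 5 deviations, no agonist response on first addition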;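 note: peak minus trough fluorescence over baseline after final BAM8-22 challenge near maximal dose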
Platelet DG rel = platelet dense granule release activity | human platelet-rich plasma, SFLLRN dense granule ATP release, luminescence | inhibition, %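 (compounds screened at 7.5 µM in platelet-rich plasma)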 | 300,000 tested, 0.22% active | AID 1663;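 active = mean replicate score, as percent of positive control, at or above 50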
MrgX1 agonist = human MrgX1 receptor agonism, primary screen. Q96LB2. MrgX1-HEK293 cells, Fluo-4 calcium fluorescence, agonist mode; active compounds read high. B-score at 10 µM. 310,000 tested, 0.44% active. AID 588627;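 active = calcium response B-score plate-corrected fluorescence ratio at least 3 library SD, with starting fluorescence B-score inside 5 SD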
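Material: HEK293 cells stably expressing human MrgX1 receptor | Quantity: 15,000 cells per well | Times: Cells plated overnight, dye loaded 0.5 h 37 °C, 0.5 h room temperature | Measured by: Kinetic Fluo-4 NW fluorescence of intracellular calcium | Control set: Positive and negative controls per plate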
HIF act = HIF pathway transcriptional activation; U2OS HRE-luciferase reporter, luminescence; normalized: DMSO 0%, desferrioxamine 100%; activation, % at 7.5 µM (by protocol); 300,000 tested, 0.32% active; AID 1910;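 active = mean activation of at least 10% of the iron chelator positive control signal, with at least half of replicates also reaching 10%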
SKKanGAS inh = inhibitors of SKKanGAS S. pyogenes growth in kanamycin (SK-promoter or general growth effect). BacTiter-Glo, 6 h. inhibition, % at 7.5 µM. 300,000 tested, 1.3% active;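 active = mean replicate score, as percent of positive control median, at least 50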;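 note: strain carries kanamycin resistance gene driven by streptokinase promoter and grows in 40 µg/ml kanamycin; loss of luminescence reflects streptokinase promoter inhibition or plain growth inhibition; 0% = median of DMSO wells and 100% = positive control at its reference dose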
RGS4 inh = human RGS4 inhibition; P49798; HEK293 M3R/RGS4 inducible, Fluo-4 calcium flux; active compounds read high; triggered by carbachol at its EC20; B-score at 10 µM; 310,000 tested, 0.45% active;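 active = B-score, a plate-corrected calcium signal, over three deviations above library mean, with baseline fluorescence within five deviations of library mean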;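 note: RGS4 expression induced by doxycycline in cells with stable M3 receptor; B-score is computed from the integrated fluorescence ratio over baseline after carbachol; higher B-score means a larger calcium signal and so more RGS4 inhibition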
TRPC4 block = blocks the mouse TRPC4 cation channel | Q9QUQ5 | HEK293 TRPC4beta/mu-opioid, DAMGO-evoked Fluo4 calcium flux; active compounds read low | B-score at 10 µM | 300,000 tested, 0.39% active;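 active = B-score over 3 SD under the library average, no early fluorescence shift, positive overall ratio signal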
Target sequence (Q9QUQ5 whole entry, looked up): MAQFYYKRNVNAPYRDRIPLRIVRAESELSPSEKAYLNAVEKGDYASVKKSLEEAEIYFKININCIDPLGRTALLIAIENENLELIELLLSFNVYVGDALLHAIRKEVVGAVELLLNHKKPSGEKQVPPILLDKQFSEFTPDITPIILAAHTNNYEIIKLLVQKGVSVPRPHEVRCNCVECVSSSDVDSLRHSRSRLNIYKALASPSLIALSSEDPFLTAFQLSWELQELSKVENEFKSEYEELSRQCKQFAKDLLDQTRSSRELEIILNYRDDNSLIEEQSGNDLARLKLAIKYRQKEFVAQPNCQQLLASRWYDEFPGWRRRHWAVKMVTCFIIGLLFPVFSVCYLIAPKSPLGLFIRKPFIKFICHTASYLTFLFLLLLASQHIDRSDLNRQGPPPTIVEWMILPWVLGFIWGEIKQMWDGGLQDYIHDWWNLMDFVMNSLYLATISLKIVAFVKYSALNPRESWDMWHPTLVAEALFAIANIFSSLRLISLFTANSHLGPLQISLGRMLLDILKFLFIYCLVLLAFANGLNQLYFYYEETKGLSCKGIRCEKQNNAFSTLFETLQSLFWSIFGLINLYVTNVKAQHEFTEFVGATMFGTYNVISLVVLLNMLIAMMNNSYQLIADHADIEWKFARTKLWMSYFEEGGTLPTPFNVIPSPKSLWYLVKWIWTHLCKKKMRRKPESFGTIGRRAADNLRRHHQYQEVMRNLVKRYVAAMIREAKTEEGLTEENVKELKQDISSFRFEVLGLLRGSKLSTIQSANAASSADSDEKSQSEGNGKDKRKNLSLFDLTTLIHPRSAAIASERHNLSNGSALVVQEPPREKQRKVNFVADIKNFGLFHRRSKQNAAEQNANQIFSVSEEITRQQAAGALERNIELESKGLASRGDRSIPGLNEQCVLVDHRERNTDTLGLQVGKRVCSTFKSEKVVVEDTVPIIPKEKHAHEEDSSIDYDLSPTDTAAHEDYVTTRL
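Assay system – HEK293 line stably carrying TRPC4beta and mu-opioid receptor · Doses – single dose · Detection – Fluo4 calcium-dye fluorescence, kinetic read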
MrgX1 PAM = allosterically activates human MrgX1 receptor signaling; Q96LB2; MrgX1-HEK293, Fluo-4 calcium flux, FDSS; active compounds read high; B-score at 10 µM; 310,000 tested, 0.63% active;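 active = plate-corrected calcium response at least 3 library SD above typical, normal starting fluorescence, not activating the receptor alone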;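 note: compound read alongside a low EC10 to EC30 dose of BAM8-22 agonist; peak minus trough fluorescence over baseline measured at the second addition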
TRPC6 inhibitor = mouse TRPC6 channel inhibition; Q61143; HEK293-TRPC6, membrane potential dye, ACh-evoked depolarization; active compounds read low; B-score at 10 µM; 310,000 tested, 1.1% active;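 active = B-score under library mean minus 3 SD, initial fluorescence not abnormally high, positive integrated signal ratio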;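 note: B-score derived from integrated fluorescence ratio over the kinetic read; more negative B-score means stronger inhibition of depolarization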
Active calls of the source: *; i = inactive; nt = not tested or not shown.

Start of the data: the first two entries as a preview:
SMILES	RGS4 pot	TRPC6 activator	MrgX1 antagonist	Platelet DG rel	MrgX1 agonist	HIF act	SKKanGAS inh	RGS4 inh	TRPC4 block	MrgX1 PAM	TRPC6 inhibitor
CC(NS(=O)(=O)c1ccccc1)C1COc2ccccc2O1 (centres undefined)	i	i	i	-3	i	0.1	-5	i	i	i	i
Cc1cc(N2CCOCC2)nc(SCC(=O)c2ccc(Cl)cc2)n1	i	i	i	-26	i	0.2	0	i	i	i	i

The list itself, from the first entry:
SMILES	RGS4 pot	TRPC6 activator	MrgX1 antagonist	Platelet DG rel	MrgX1 agonist	HIF act	SKKanGAS inh	RGS4 inh	TRPC4 block	MrgX1 PAM	TRPC6 inhibitor
CC(NS(=O)(=O)c1ccccc1)C1COc2ccccc2O1 (centres undefined)	i	i	i	-3	i	0.1	-5	i	i	i	i
Cc1cc(N2CCOCC2)nc(SCC(=O)c2ccc(Cl)cc2)n1	i	i	i	-26	i	0.2	0	i	i	i	i
Cc1cc(C)cc(N(CCC#N)C(=O)COC(=O)C2=COCCO2)c1	i	i	i	12	i	-0.2	1	i	i	i	i
COc1cc(S(=O)(=O)Nc2ncccc2C)c(OC)cc1Cl	i	i	i	-2	i	-0.2	0	i	i	i	i
Cc1ccc(S(=O)(=O)Oc2cccc(/C=N/Nc3ccc(C(=O)O)cc3)c2)cc1	i	i	i	-1	i	0.0	37	i	i	i	i
N#CCCN1CCN(S(=O)(=O)c2ccc3c(c2)OCCCO3)CC1	i	i	i	-1	i	0.1	4	i	i	i	i
CC(=O)Nc1ccc(S(=O)(=O)Nc2cccc(-c3cn4cccnc4n3)c2)cc1	i	i	i	-9	i	-0.3	-2	i	i	i	i
O=C(N1CCCCC1)N1CCN(S(=O)(=O)c2ccccc2)CC1	i	i	i	5	i	0.6	-3	i	i	i	i
CCOc1ccc(-n2ccnc(SCC(=O)Nc3cccc(OC)c3)c2=O)cc1	i	i	i	-7	i	-0.3	11	i	i	i	i
CCOc1ccc(NC(=O)C2CCCCN2S(=O)(=O)c2ccccc2)cc1 (centres undefined)	i	i	i	-4	i	0.3	0	i	i	i	i
Cc1ccc(SCCC(=O)OC(C)C(=O)Nc2ccccc2)cc1 (centres undefined)	i	i	i	-3	i	0.2	5	i	i	i	i
Cc1nn2cc(-c3ncc(C(F)(F)F)cc3Cl)cnc2c1Br	i	i	i	6	i	-3.5	-5	i	i	i	i
CCOC(=O)c1csc(NC(=O)CC2CCCC2)n1	i	i	i	3	i	1.1	-2	i	i	i	i
CC(OC(=O)c1cc2c(s1)CCCCC2)C(=O)NC(N)=O (centres undefined)	i	i	i	10	i	0.2	-5	i	i	i	i
O=C(O)C1=C[C@H](c2ccccc2)C[C@H](OCCCCO)O1	i	i	i	-2	i	0.0	-6	i	i	i	i
COc1cc(NC(=O)n2ncc3cc(Cl)ccc32)cc(OC)c1	i	i	i	0	i	2.9	3	i	i	i	i
Cn1c(=O)c2c(nc(OCc3cccnc3)n2Cc2ccccc2)n(C)c1=O	i	i	i	4	i	-1.3	1	i	i	i	i
O=C(Cn1ccc([N+](=O)[O-])n1)NCc1ccco1	i	i	i	1	i	-0.3	1	i	i	i	i
NC(=O)c1cc(S(=O)(=O)N2CCCCC2)cs1	i	i	i	10	i	0.3	-3	i	i	i	i
CC1CCCCC1NC(=O)c1ccc(S(=O)(=O)NCc2ccco2)cc1 (centres undefined)	i	i	i	-3	i	-0.3	1	i	i	i	i
CCN1CCN(C(=O)c2ccc(Sc3ccccc3Cl)c([N+](=O)[O-])c2)CC1	i	i	i	-6	i	0.5	-6	i	i	i	i
Cc1cc(C)c2c3c(sc2n1)C(c1cccc(F)c1)C(C#N)=C(N)O3 (centres undefined)	i	i	i	0	i	0.4	10	i	i	i	i
CCOC(=O)C1CCN(C(=O)COC(=O)c2ccc3c(c2)C(=O)N(c2ccc(OCC)cc2)C3=O)CC1	i	i	i	7	i	0.5	14	i	i	i	i
CC(C)CC(C(=O)Nn1cnnc1)N1C(=O)c2ccccc2C1=O (centres undefined)	i	i	i	-6	i	0.0	-2	i	i	i	i
Cc1c(NC(=O)c2cc3nc(-c4ccc(Cl)cc4)cc(C(F)(F)F)n3n2)c(=O)n(-c2ccccc2)n1C	i	i	i	nt	i	-0.4	0	i	i	i	i
O=C1C=C(NCCOC23CC4CC(CC(C4)C2)C3)C2(CCCCC2)O1	i	i	i	3	i	0.1	-10	i	i	i	i
CCN1C(=O)N[C@@H](c2ccccc2)[C@H](C(C)=O)[C@H]1C	i	i	i	-1	i	-1.5	-2	i	i	i	i
CCn1nnnc1SCCSc1nnnn1CC	i	i	i	1	i	nt	1	i	i	i	i
N#C/C(=C\c1ccc(N2CCOCC2)c([N+](=O)[O-])c1)c1nc2ccccc2[nH]1	i	i	i	-1	i	1.9	6	i	i	i	i
O=C(CSc1nnc(NC(=O)c2ccc(F)cc2)s1)NCc1ccco1	i	i	i	16	i	1.2	1	i	i	i	i
C=CCN1C(=O)C2(NC(=O)c3ccccc3N2)c2ccccc21 (centres undefined)	i	i	i	1	i	1.0	-2	i	i	i	i
O=S(=O)(c1ccc2ccccc2c1)N1CCN(C2Cc3ccccc3C2)CC1	i	i	i	-2	i	0.0	-4	i	i	i	i
Nc1ccc(N2CCCCC2)c(S(=O)(=O)Nc2ccccc2Cl)c1	i	i	i	6	i	-1.4	12	i	i	i	i
O=C(O)CCCN=C1CCCc2ccccc2N1	i	i	i	-1	i	-0.2	-4	i	i	i	i
O=C(NCc1ccccc1Cl)c1ccncc1	i	i	i	2	i	-9.7	3	i	i	i	i
CC1CCN(CCCNC(=O)c2nn(C)c3c2CS(=O)(=O)c2ccccc2-3)CC1	i	i	i	-7	i	0.6	3	i	i	i	i
COc1nc(N/N=C/c2ccc(-c3cccc([N+](=O)[O-])c3)o2)nc(N2CCOCC2)n1	i	i	nt	9	nt	-0.5	10	i	i	nt	i
O=C(Nc1nc2ccccc2n1CCN1CCCCC1)c1ccc(Cl)cc1	i	i	i	7	i	0.8	-1	i	i	i	i
CCOc1ccc(N(Cc2cc3ccc(C)cc3[nH]c2=O)C(=O)COC)cc1	i	i	i	-3	i	0.1	-10	i	i	i	i
O=C(Nc1ccon1)c1cc2ccccc2oc1=O	i	i	i	6	i	-0.2	5	i	i	i	i
CCOc1ccc(S(=O)(=O)NCCC(=O)Nc2ccncc2)cc1	i	i	i	-1	i	-0.6	-29	i	i	i	i
Cc1ccc(CSCCNC(=O)c2ccc(NS(C)(=O)=O)cc2)cc1	i	i	i	-1	i	-0.3	-1	i	i	i	i
COc1ccc(N2CCN(C(=O)c3cc4c(-c5ccc(Cl)cc5)nn(C)c4s3)CC2)cc1	i	i	i	1	i	nt	12	i	i	i	i
Cc1cc(C(=O)OCn2nnc3ccccc3c2=O)c(C)o1	i	i	i	3	i	0.3	-6	i	i	i	i
Cc1cc(S(=O)(=O)NCc2ccccc2)ccc1OCC(=O)NCC1CCCO1 (centres undefined)	i	i	i	-6	i	-0.1	-16	i	i	i	i
COc1ccccc1NC(=O)C1=C(C)Nc2nc(-c3cccs3)nn2C1c1cccnc1 (centres undefined)	i	i	-5.2*	1	i	-0.2	0	i	i	i	i
CCOC(=O)C1CCN(C(=O)Cn2nc(C)n3c(cc4cc(C)ccc43)c2=O)CC1	i	i	i	-9	i	-0.3	1	i	i	i	i
CCN(CC)c1ccc(NC(=O)CCc2nnc3ccc(N4CCCCC4)nn23)c(C)c1	i	i	i	-1	i	-0.1	0	i	i	i	i
CCCCOc1ccc(S(=O)(=O)N2CCN(C)CC2)cc1	i	i	i	13	i	-0.2	-2	i	i	i	i
CC1CCN(c2nc3ccccc3nc2N2CCC(C)CC2)CC1	i	i	i	-11	i	0.1	2	i	i	i	i

Next part.
SMILES	RGS4 pot	TRPC6 activator	MrgX1 antagonist	Platelet DG rel	MrgX1 agonist	HIF act	SKKanGAS inh	RGS4 inh	TRPC4 block	MrgX1 PAM	TRPC6 inhibitor
Cc1ccc2nsnc2c1S(=O)(=O)Nc1ccccc1C(=O)O	i	i	i	4	i	-0.8	1	i	i	i	i
Cc1cccc[n+]1CC(=O)c1ccc(NC(=O)c2ccccc2)cc1	i	i	i	-10	i	2.6	-5	i	i	i	i
COc1ccc(-c2ccccc2)c2oc(-c3ccco3)cc(=O)c12	i	i	i	0	i	0.4	2	i	i	i	i
Cc1cccc(NC(=O)CSc2nnc(-c3ccc(S(=O)(=O)N4CCCC4)cc3)o2)c1	i	i	i	-15	i	-0.1	-10	i	i	i	i
O=C(O)C1CC(O)CN1c1nc(Cl)ccc1[N+](=O)[O-] (centres undefined)	i	i	i	7	i	0.0	-2	i	i	i	i
Cc1ccc(-c2n[nH]c(=O)c3ccccc23)c(C)c1	i	i	i	-10	i	-0.6	1	i	i	i	i
O=C(O)c1ccc(Cn2cc(Cl)cn2)cc1	i	i	i	-5	i	-1.3	-6	i	i	i	i
O=C(CN1CCCC1)Nc1c(C(=O)C2CC2)oc2ccccc12	i	i	i	7	i	-0.4	3	i	i	i	i
COC(=O)c1ccc(NCCc2csc(-c3ccc(C)cc3)n2)c([N+](=O)[O-])c1	i	i	i	-1	i	-0.8	3	i	i	i	i
Cc1ccc(-c2nc(N)c3c(-c4ccc(C)cc4)nn(C(C)(C)C)c3n2)cc1	i	i	i	4	i	-0.1	-8	i	i	i	i
CCCCN(C(=O)CSCC(=O)Nc1cccc(C)c1)c1c(N)n(CCCC)c(=O)[nH]c1=O	i	i	i	-1	i	0.8	0	i	i	i	i
COc1ccc(OCC(=O)N2CCN(C(=O)c3ccccc3)CC2)cc1	i	i	i	10	i	0.8	-1	i	i	i	i
COc1ccc2cc(C(=O)C3CCCN(C(=O)c4cc5nc(C)cc(C)n5n4)C3)ccc2c1 (centres undefined)	i	i	i	5	i	0.7	3	i	i	i	i
CC(C)(CNC(=O)c1sc2cc(F)ccc2c1Cl)N1CCOCC1	i	i	i	-3	i	0.2	-9	i	i	i	i
O=C(CCN1C(=O)/C(=C\c2ccco2)SC1=S)Nc1ccc(C(=O)O)c(O)c1	i	i	i	5	i	-0.7	5	i	i	i	i
Cc1cc(-c2[nH]nc3c2C(c2ccc(Cl)cc2)C(C#N)=C(N)O3)c(C)s1 (centres undefined)	i	i	i	-4	i	-0.6	12	i	i	i	i
O=C(NCC1CCCO1)c1ccc2c(c1)C(=O)N(c1cccc([N+](=O)[O-])c1)C2=O (centres undefined)	i	i	i	8	i	-0.2	-2	i	i	i	i
